From PubChem BioAssay
bovine MsrA act: bovine MsrA enzyme activators, primary screen, biochemical, absorbance, HTS. Methionine sulfoxide reductase A (Bos taurus). purified bovine MsrA, absorbance read-out. activation, % at 10.6 µM. 0.3% of 360,000 active. AID 602163, 2012; in the data active = activation above about 7.5%;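 also: 0% = vehicle and 100% = reference activator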
Scp-1 inhibitor: Scp-1 phosphatase inhibitors, primary screen, biochemical, colorimetric, uHTS | Carboxy-terminal domain RNA polymerase II polypeptide A small phosphatase 1 (Homo … | Recombinant Scp1, phosphopeptide, malachite green phosphate absorbance | inhibition, % at 20 µM | 0.88% of 340,000 active | AID 493091, 2011;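 active = inhibition above about 50% at 20 µM, limit read from the data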;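 also: plate controls were DMSO wells with enzyme for no effect and wells lacking enzyme for full effect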
Target sequence (Q9GZU7 76-261 limits assumed): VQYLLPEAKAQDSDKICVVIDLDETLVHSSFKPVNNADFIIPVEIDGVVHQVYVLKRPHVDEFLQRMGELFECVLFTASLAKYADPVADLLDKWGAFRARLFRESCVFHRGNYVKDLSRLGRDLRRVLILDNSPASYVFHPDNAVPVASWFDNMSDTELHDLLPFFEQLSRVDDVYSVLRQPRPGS
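Test system – truncated SCP-1 phosphatase (76-261aa) · Reagent – Phosphorylated 17-residue peptide substrate · Incubation – 45 min room-temperature reaction, 5 min colour, 30 min stabiliser · Detection – colorimetric phosphate reagent with accelerator and stabiliser, absorbance at 630 nm · Measure – % inhibition at 20 µM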
MsrA inh: bovine MsrA enzyme inhibitors, primary screen, biochemical, absorbance, HTS | inhibition, % at 15.5 µM | 0.75% of 360,000 active | Methionine sulfoxide reductase A (Bos taurus) | purified bovine MsrA, absorbance read-out; in the data active = inhibition above about 4.5%;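 also: 0% = vehicle wells with enzyme and 100% = reference inhibitor wells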
LMPTP inh: LMPTP phosphatase inhibitors, primary screen, biochemical, fluorescence intensity, uHTS. Low molecular weight phosphotyrosine protein phosphatase (Homo sapiens), P24666. recombinant LMPTP-A, OMFP fluorogenic substrate. inhibition, % at 20 µM. 0.22% of 360,000 active. AID 651560, 2012;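 active = compounds that cut the enzyme signal by at least half of the control window in the single-dose screen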;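 also: plate controls were DMSO wells with enzyme plus substrate for no effect and substrate without enzyme for full effect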
Target sequence (P24666 whole entry, looked up): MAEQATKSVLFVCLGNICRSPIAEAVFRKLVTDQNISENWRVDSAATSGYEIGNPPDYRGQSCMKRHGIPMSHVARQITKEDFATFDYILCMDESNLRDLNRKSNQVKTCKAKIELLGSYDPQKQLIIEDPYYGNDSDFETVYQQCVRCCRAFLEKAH
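Test system: LMPTP-A phosphatase enzyme. Amount: LMPTP-A at 0.625 nM final in the reaction. Reagent: OMFP substrate, 400 µM final. Times: 50 min at room temperature. Signal: endpoint fluorescence intensity from OMFP dephosphorylation. Read-out basis: % inhibition. Benchmarks: no-enzyme and uninhibited controls.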
STEP block: STEP phosphatase inhibitors, primary screen, biochemical, fluorescence intensity, uHTS; recombinant STEP, OMFP fluorogenic substrate; inhibition, % at 20 µM; 0.25% of 360,000 active; AID 588621, 2011;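 active = inhibition at 20 µM, scaled per plate between control wells, above about 37%, limit read from the data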;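 also: 0% = DMSO with enzyme and substrate and 100% = substrate only without enzyme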
Target sequence (P54829 whole entry, looked up): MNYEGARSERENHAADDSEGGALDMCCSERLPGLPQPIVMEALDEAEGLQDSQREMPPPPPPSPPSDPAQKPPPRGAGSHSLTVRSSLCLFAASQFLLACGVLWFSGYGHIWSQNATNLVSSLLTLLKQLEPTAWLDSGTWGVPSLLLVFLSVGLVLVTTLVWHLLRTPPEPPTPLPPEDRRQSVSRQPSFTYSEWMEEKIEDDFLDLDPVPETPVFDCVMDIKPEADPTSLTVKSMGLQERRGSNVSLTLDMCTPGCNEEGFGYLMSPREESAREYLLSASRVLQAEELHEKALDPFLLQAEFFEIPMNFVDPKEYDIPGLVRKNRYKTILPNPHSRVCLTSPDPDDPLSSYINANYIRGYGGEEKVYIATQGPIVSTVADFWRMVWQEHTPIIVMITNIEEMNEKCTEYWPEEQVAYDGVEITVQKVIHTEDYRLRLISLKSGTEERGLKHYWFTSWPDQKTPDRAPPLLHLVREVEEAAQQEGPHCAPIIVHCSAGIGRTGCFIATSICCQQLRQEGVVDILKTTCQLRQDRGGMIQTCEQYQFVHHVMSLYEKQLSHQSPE
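Material: STEP (striatal-enriched tyrosine phosphatase) enzyme, cell-free; Compound dosing: 20 µM single dose in 1% DMSO; Technique: fluorescence read at 480 nm ex / 540 nm em; Times: reaction 20 min, ambient temperature; Medium: 50 mM Bis-Tris pH 6.0 with 2.5 mM DTT and 0.005% Tween 20; Also added: OMFP at 25 µM.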
NRP1-CendR mod: modulators of CendR peptide binding to NRP-1, primary screen, biochemical, fluorescence polarization, uHTS; Neuropilin-1 (Homo sapiens), O14786; FAM-RPARPAR peptide binding to NRP-1; inhibition, % at 25 µM; 0.85% of 360,000 active; AID 602438, 2012;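 active = inhibition or corrected inhibition above about 18%, plus a signal ratio from 0.5 to 1.5, limit read from the data, passing the limit was not always enough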; also: strong numbers were not always called active
TbMetRS inhib: T. brucei MetRS inhibitors, primary screen, biochemical, luminescence; methionyl-tRNA synthetase (Trypanosoma brucei brucei); purified T. brucei MetRS, ATP depletion, Kinase-Glo luminescence; inhibition, % at 11.9 µM; 0.4% of 360,000 active;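 active = inhibition above a per-plate cutoff of the control wells' mean inhibition plus 3 SD, cut at about 5.5% in these data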;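 also: 0% = DMSO wells median and 100% = median of wells with control inhibitor compound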
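Dosing: 11.9 µM single point; system: parasite MetRS enzyme; technique: luminescence of leftover ATP; times: 15 min enzyme-compound preincubation, 2 h reaction, 10 min detection, 25 °C; replicates: each compound tested once; read-out basis: percent inhibition relative to median high and low control wells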
SUMO1 PPI mod: modulators of SUMO1 protein-protein interactions, primary screen, biochemical, uHTS; Small ubiquitin-related modifier 1 (Homo sapiens), P63165; SUMO1 binding to a labelled peptide, TR-FRET, 1 h; inhibition, % at 20 µM; 0.33% of 360,000 active; AID 602429, 2012; in the data active = inhibition above about 37%
Target sequence (P63165 whole entry, looked up): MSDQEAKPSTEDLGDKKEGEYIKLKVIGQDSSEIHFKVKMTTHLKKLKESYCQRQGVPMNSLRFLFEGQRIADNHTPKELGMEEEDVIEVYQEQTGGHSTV
DNMT1 block: human DNMT1 methyltransferase inhibitors, primary screen, biochemical, molecular beacon, fluorescence, HinP1I cleavage, uHTS | DNA (cytosine-5)-methyltransferase 1 (Homo sapiens), P26358 | AID 588458, 2011 | inhibition (reported as % activation of signal), % at 10 µM | 0.83% of 360,000 active; in the data active = inhibition above about 50%
E coli Lon inh: inhibitors of E. coli Lon protease, primary screen, biochemical, fluorescence polarization; AID 602123, 2011; P0A9M0; inhibition, % at 7.94 µM; purified E. coli Lon protease; 0.42% of 360,000 active; in the data active = inhibition above about 13%, passing the limit was not always enough;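 also: 0% = enzyme with probe and DMSO and 100% = no enzyme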
Active calls of the source: *; x = no result given. Compounds as they come (roughly 4.3% active in at least one column).

SMILES | bovine MsrA act | Scp-1 inhibitor | MsrA inh | LMPTP inh | STEP block | NRP1-CendR mod | TbMetRS inhib | SUMO1 PPI mod | DNMT1 block | E coli Lon inh
O=C(Cn1ccc(C(F)(F)F)n1)N/N=C/c1ccc(N2CCOCC2)cc1 | -4.2 | -6.9 | 5.2* | 0.2 | 2.9 | 13.6 | 0.4 | -14.0 | 4.8 | -3.9
COc1ccc2cc(C3=CC(=O)CC(C)(C)C3=O)ccc2c1 | -1.6 | x | -0.1 | 0.5 | 2.2 | -15.7 | -0.1 | -35.0 | -2.6 | 5.2
O=C(NCc1ccccn1)c1ccc(Cl)c(S(=O)(=O)N2CCOCC2)c1 | -3.6 | -7.1 | -0.1 | -1.6 | -1.1 | 12.7 | -0.4 | 14.0 | -0.1 | -0.4
COC(=O)CCCC1=CC2=CC(=O)C(C)(OC(=O)c3cccs3)C(=O)C2=CN1c1ccccc1 (centres undefined) | -4.4 | -0.2 | 0.0 | 3.7 | 2.1 | 21.9 | -0.2 | -22.2 | -15.5 | 9.2
CC(=O)c1cccc(NC(=O)CN2C(=O)c3cccnc3Oc3ccc(Cl)cc32)c1 | -7.5 | 5.9 | 0.6 | 0.8 | -0.1 | -35.7 | -1.0 | 4.5 | -14.5 | -6.8
CN(C)c1ccnc2sc(C(=O)c3ccc(Br)cc3)c(N)c12 | -11.2 | 12.3 | 0.6 | 2.2 | 1.6 | 138.2 | -1.0 | -20.3 | -4.2 | 2.5
Cc1nc2cc(NC(=O)Nc3ccccc3Cl)ccc2n1C | -1.4 | 3.5 | 0.9 | 0.3 | 4.0 | 1.6 | -0.8 | -1.1 | 2.6 | -6.6
Cn1cc(CN2CCCC(CNS(=O)(=O)c3cccc4cccnc34)C2)cn1 (centres undefined) | -9.4 | -1.6 | -0.8 | -0.2 | -0.6 | 3.2 | -0.5 | 2.6 | 0.7 | 2.3
Cn1ncc(C#N)c1NC(=O)C1CC(c2ccc(Cl)cc2)=NO1 (centres undefined) | -3.8 | -4.9 | -2.3 | -0.5 | -4.7 | -1.4 | 0.4 | 1.9 | 4.0 | -3.7
COc1ccc(C(=O)NNC(=O)c2cc3ccccc3cc2O)cc1 | -1.7 | -34.4 | 1.3 | 0.3 | 3.9 | 4.3 | 0.0 | -5.4 | -1.3 | 8.5
CC(C)CN1CCC1(C)C(=O)Nc1cccc(C#N)c1 (centres undefined) | 1.1 | x | -0.2 | -0.7 | -1.4 | 7.5 | 0.4 | 1.3 | 3.5 | -1.1
Cc1ccc(S(=O)(=O)Nc2nc3ccc(S(=O)(=O)N4CCCC4)cc3s2)cc1 | -2.8 | -2.2 | -1.3 | 0.3 | -0.1 | -13.9 | 0.1 | 28.8 | -3.5 | 3.0
CCCOc1ccc(NC(=O)CC2C(=O)OCC3CCCCN32)cc1 (centres undefined) | -2.4 | -1.4 | -0.9 | 0.1 | 0.4 | 5.9 | -0.3 | -1.1 | 3.2 | -0.8
COCCNC(=O)Cn1c(=O)n(Cc2ccc(C(=O)NCCc3ccc(OC)c(OC)c3)cc2)c(=O)c2ccccc21 | 1.9 | -7.2 | 1.1 | -0.5 | -0.7 | 18.3 | -0.4 | -2.6 | 0.4 | 0.7
Cc1c(Cl)cccc1NC(=S)NCCC(C)C | -1.8 | -4.8 | -0.1 | -1.1 | 0.9 | -5.1 | 0.0 | -1.3 | 0.3 | -3.8
COc1ccc(OC)c(/C=C2\NC(=O)NC2=O)c1 | -3.6 | -10.0 | 1.1 | -1.8 | -3.0 | 2.2 | -0.2 | -14.5 | 1.6 | 18.3
COc1cc(OC)cc(-c2c(-c3cccs3)c3cc(-c4ccn[nH]4)ccc3n2C)c1 | -14.2 | 6.4 | -0.1 | 0.0 | -1.0 | -6.9 | -0.2 | 17.1 | -26.3 | -16.3
COc1ccc(-c2noc(C3CCCN(C(=O)c4cccc(F)c4)C3)n2)cc1 (centres undefined) | -4.4 | -2.4 | 0.5 | -1.4 | 1.3 | 8.4 | -1.0 | -0.1 | -3.0 | -9.4
Cc1ccc([C@@H]2C[C@H]3[C@@H](CN2S(=O)(=O)c2ccc(C)cc2)C(=O)C[C@@H](c2cccc(Cl)c2)N3S(=O)(=O)c2ccc(C)cc2)cc1 | -8.2 | x | 0.8 | 1.0 | 1.3 | 1.3 | -0.3 | -0.1 | -0.6 | -4.5
Cc1ccc(C(=O)Nc2ccc(N3CCN(S(C)(=O)=O)CC3)cc2)cc1 | -7.3 | 1.7 | -0.5 | 2.6 | -1.1 | -5.0 | -0.9 | -4.7 | 13.8 | -7.7
O=C(NCCc1ccccc1)C1CCCN1S(=O)(=O)c1ccc(Cl)cc1 (centres undefined) | -1.1 | 0.1 | 1.1 | -0.8 | -0.5 | 6.2 | -0.2 | -0.5 | 1.9 | -1.5
COc1ccc(/C=N\NS(=O)(=O)c2ccc(Br)cc2)cc1COc1ccccc1[N+](=O)[O-] | -2.4 | -7.7 | -0.8 | 4.9 | -1.4 | 1.4 | -1.0 | 4.3 | -9.3 | 1.3
O=C(NC1CCCC1)c1cccc2c1C(=O)c1ccc(/C=C/c3ccccc3)cc1S2(=O)=O | -10.8 | -2.7 | 1.0 | -0.2 | -1.8 | -0.6 | 0.3 | -16.1 | 5.8 | 0.6
O=c1ccc2cc(S(=O)(=O)N3CCN(c4ccccc4F)CC3)ccc2o1 | 3.3 | -12.2 | 1.4 | -1.1 | -2.7 | 5.9 | 0.0 | 1.4 | 1.0 | -1.1
COc1ccc(C)cc1NC(=O)c1sc2nc(C)nc(N3CCOCC3)c2c1C | -3.2 | 0.9 | -0.3 | 1.8 | 3.5 | 5.0 | -0.6 | -77.6 | -0.5 | -5.8
COc1ccc(CN2CCC(C)CC2)cc1OCc1ccccc1 | -5.3 | -8.3 | 0.5 | -0.6 | -0.6 | 12.9 | 0.0 | 3.1 | -0.4 | -3.1
C[C@@H](NS(=O)(=O)c1cc(Cl)ccc1F)[C@H](O)c1ccccc1 | -5.8 | -10.9 | -1.9 | -0.1 | -1.8 | -4.6 | 0.0 | 2.2 | 5.8 | -6.3
CCCn1c(=O)c2[nH]c(-c3ccc(OCC(=O)Nc4ccc(C#N)cc4)cc3)nc2n(CCC)c1=O | -4.2 | -1.2 | -1.7 | 1.4 | 2.8 | -27.3 | -1.1 | 7.5 | 31.0 | -11.7
Cc1onc(-c2ccccc2)c1C(=O)N1CCC(C)(C(=O)NS(=O)(=O)C2CC2)C1 (centres undefined) | -6.6 | x | 0.7 | 1.4 | 2.6 | 7.3 | -0.1 | -0.8 | 5.8 | -3.2
CCS(=O)(=O)Nc1cccc(-c2ccc3nnc(-c4cccnc4)n3n2)c1 | 0.7 | -1.1 | -0.1 | 0.8 | -2.1 | -28.5 | -0.4 | -9.5 | 2.0 | -1.9
COc1cc(NC(=O)COc2cc(C)cc3oc(=O)c(C)c(C)c23)cc(OC)c1OC | -6.5 | 1.1 | -1.4 | -0.7 | -0.9 | 2.9 | -0.5 | 4.4 | 10.5 | -8.4
N#C/C(=N\Nc1c(Cl)cccc1Cl)C(=O)NN | -3.3 | -1.9 | 1.8 | 3.0 | 0.6 | 8.6 | -0.7 | -9.4 | 0.4 | 12.3
CCOC(=O)c1c(-c2ccccc2)oc2ccc(O)c(CN3CCOCC3)c12 | -4.5 | 2.6 | 0.1 | 1.3 | 0.1 | 11.2 | -0.7 | 0.3 | -11.6 | 1.9
Cc1ccc(NC(=O)c2ccc(NCCCN3CCC(C)CC3)c([N+](=O)[O-])c2)c(C)c1 | -2.1 | -7.3 | -0.8 | 0.0 | -0.4 | 1.3 | -0.1 | -31.6 | -0.4 | -4.4
Nc1nc(SCc2nc3scc(-c4ccccc4)c3c(=O)[nH]2)n[nH]1 | -4.2 | -5.3 | 0.9 | -4.2 | -4.0 | -25.4 | -0.4 | 2.0 | -1.3 | -3.5
O=C(COC(=O)c1cc(S(=O)(=O)N2CCOCC2)ccc1F)Nc1ccc(Cl)cn1 | 1.2 | 5.8 | 1.1 | -0.9 | -3.1 | -28.6 | -0.2 | -6.0 | -1.1 | -9.3
Cc1ccc(CNc2nc(N)c([N+](=O)[O-])c(Nc3cccc(F)c3)n2)cc1 | 1.7 | -4.6 | 2.0 | 0.0 | 1.5 | 15.1 | -0.3 | -3.4 | 8.0 | -4.5
CNc1cccc(-c2ccc(C(C)=O)s2)n1 | -3.7 | x | 1.5 | -0.1 | -2.1 | -7.2 | 0.2 | -28.4 | -1.1 | -2.5
O=C(CSc1nnc(CNc2ccc(F)cc2)o1)N1CCCc2ccccc21 | -5.6 | -3.4 | 1.5 | -0.1 | 2.5 | -0.3 | -0.8 | 1.7 | -1.7 | 4.1
Cc1ccccc1NC(=O)c1cc(-c2ccco2)nc2ccccc12 | -12.8 | 84.1* | 0.2 | 11.6 | 14.2 | -32.4 | -0.8 | 1.0 | 46.1 | -8.8
S=C1NC(c2cccs2)=CC(c2ccc(Br)cc2)N1 (centres undefined) | 1.5 | 1.4 | 2.6 | 1.0 | 11.1 | -12.8 | 0.8 | -8.7 | -5.5 | -17.3
Cc1cc(=O)n2[nH]c(C)cc2n1 | -12.5 | 4.6 | 1.8 | -0.5 | 0.9 | 7.3 | -1.4 | 4.4 | 2.5 | -2.1
O=C(/C=C/c1ccco1)N(Cc1ccccc1)C1CCS(=O)(=O)C1 (centres undefined) | -3.0 | -3.5 | 1.6 | -0.9 | -2.9 | 8.0 | 0.8 | -0.1 | -1.2 | 1.0
